PGK inhibitor: inhibitors of T. brucei phosphoglycerate kinase. Potency, µM (doses to about 57.5 µM), without a hit: at the highest dose activity change, negative = inhibition, most hits filed as inhibitors. P07378. PGK/GAPDH coupled, Kinase-Glo luminescence, 60 min. 380,000 compounds, 0.043% hits; also: potency is read from the fitted curve at half-maximal effect; % is scaled to controls: 0 for no effect and ±100 for the full control effect; nearly all actives have a fitted effect of over 60% in size
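Recombinant glycosomal PGK reaction used 1,3-bisphosphoglycerate generated in-well by GAPDH (100nM final) in 100mM TEA pH 7.6, 5mM MgCl2, 0.01% Tween-20. After 60 minutes at room temperature, ATP was read by Kinase-Glo Plus luminescence end-point.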
USP1 inh: inhibitors of human USP1/UAF1 deubiquitinase. recombinant USP1/UAF1, Ub-Rhodamine cleavage fluorescence. Potency, µM (series often up to 57.1 µM), for the others: at the top dose activity change, negative = inhibition, usual class: inhibitors. 390,000 compounds, 0.23% hits. AID 743255; also: potency is read from the fitted curve at half-maximal effect; % is scaled to controls: 0 for no effect and ±100 for the full control effect; nearly all actives have a fitted effect of over 60% in size; inactives centre near -12
Target sequence (O94782 whole entry, looked up): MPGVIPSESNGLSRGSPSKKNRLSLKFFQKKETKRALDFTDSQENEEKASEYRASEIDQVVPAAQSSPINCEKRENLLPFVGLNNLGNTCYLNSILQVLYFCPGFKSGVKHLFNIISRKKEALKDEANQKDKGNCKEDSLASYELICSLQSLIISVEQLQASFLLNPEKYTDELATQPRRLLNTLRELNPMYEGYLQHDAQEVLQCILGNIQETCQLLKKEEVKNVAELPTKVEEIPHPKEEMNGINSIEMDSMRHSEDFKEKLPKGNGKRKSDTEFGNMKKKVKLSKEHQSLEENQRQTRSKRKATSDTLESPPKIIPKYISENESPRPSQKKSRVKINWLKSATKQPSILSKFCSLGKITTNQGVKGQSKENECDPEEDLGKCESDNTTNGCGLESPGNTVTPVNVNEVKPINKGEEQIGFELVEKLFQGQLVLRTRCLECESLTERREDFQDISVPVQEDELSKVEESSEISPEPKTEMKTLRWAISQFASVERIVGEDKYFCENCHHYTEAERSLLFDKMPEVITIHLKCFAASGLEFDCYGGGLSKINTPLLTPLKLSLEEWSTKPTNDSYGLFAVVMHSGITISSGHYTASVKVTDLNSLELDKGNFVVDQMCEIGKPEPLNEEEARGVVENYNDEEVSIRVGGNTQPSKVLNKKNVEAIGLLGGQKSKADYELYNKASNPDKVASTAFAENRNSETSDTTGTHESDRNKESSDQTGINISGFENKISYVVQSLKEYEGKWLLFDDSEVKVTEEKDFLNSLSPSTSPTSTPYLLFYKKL
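1 nM enzyme complex + cpd, 15 min RT; start with Ub-Rho 150nM final; kinetic fluorescence ex 480/em 540, 6 reads q60 s. Buffer 50mM HEPES pH 7.8, 0.5mM EDTA, 0.1 mg/ml BSA, 1mM TCEP, 0.01% Tween-20.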
TrxR1 substrate: rat thioredoxin reductase 1 substrate activity; O89049; purified TrxR1 substrate turnover, NADPH consumption readout; Potency, µM (top dose mostly 114 µM), without a hit: top-dose activity change, negative = substrate turnover; 390,000 compounds, 0.01% hits; also: potency is read from the fitted curve at half-maximal effect; % is scaled to controls: 0 for no effect and ±100 for the full control effect; nearly all actives have a fitted effect of over 50% in size
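Rat TrxR1, dispensed at 90 nM, was prereduced with 400 uM NADPH (final) for 5 min at ~22 deg C, then incubated with compound 15 min before 400 uM selenite. A first-read NADPH fluorescence drop versus no-compound background flagged substrates.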
rTrxR1 inhibitor: inhibitors of rat thioredoxin reductase 1. recombinant rTrxR1, NADPH fluorescence consumption, selenite substrate. Potency, µM (series often up to 114 µM), inactives show at the top dose activity change, negative = inhibition, most hits filed as inhibitors. 390,000 compounds, 1% hits. AID 588453; also: potency is read from the fitted curve at half-maximal effect; % is scaled to controls: 0 for no effect and ±100 for the full control effect; nearly all actives have a fitted effect of over 65% in size
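Rat TrxR1 (90 nM in the dispensed reagent) was pre-reduced with 400 uM NADPH for 5 min at room temperature, then incubated with compound for 15 min. After 400 uM selenite was added, NADPH fluorescence (Ex 340/Em 450 nm) was followed for 8 min.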
HP1b chromo inh: inhibitors of HP1-beta chromodomain binding to methylated histone tails. Potency, µM (series often up to 114 µM), without a hit: at the top dose activity change, negative = inhibition, most hits filed as inhibitors. AlphaScreen HP1-beta / biotin-H3K9me3 peptide binding. 390,000 compounds, 0.56% hits. P83916; also: potency is read from the fitted curve at half-maximal effect; nearly all actives have a fitted effect of over 70% in size; inactives centre near 23
Target sequence (P83916 whole entry, looked up): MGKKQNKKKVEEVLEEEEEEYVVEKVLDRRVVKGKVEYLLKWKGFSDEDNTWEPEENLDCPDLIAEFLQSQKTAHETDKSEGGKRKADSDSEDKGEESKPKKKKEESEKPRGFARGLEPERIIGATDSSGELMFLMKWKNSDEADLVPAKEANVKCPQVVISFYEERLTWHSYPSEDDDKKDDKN
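Compound inhibition of the preformed complex between 50 nM HP1-beta and 50 nM biotinylated H3K9me3 peptide was read by AlphaScreen. Buffer was PBS pH 7.4 with 0.01% Tween-20. Incubations ran 30 min at room temperature, with 10 ug/mL donor/acceptor beads.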
IDH1 R132H inh: human IDH1 R132H inhibition; IDH1-R132H enzyme, NADPH consumption, diaphorase/resazurin fluorescence; O75874; Potency, µM (top dose mostly 76.6 µM), without a hit: at the highest dose activity change, negative = inhibition, most hits filed as inhibitors; 390,000 compounds, 0.093% hits; also: potency is read from the fitted curve at half-maximal effect; % is scaled to controls: 0 for no effect and ±100 for the full control effect; nearly all actives have a fitted effect of over 65% in size
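IDH1-R132H (0.5 ug/mL) preincubated 30 min with compound, then NADPH (0.016 mM) and alpha-KG (2 mM) added; 80 min at RT, pH 7.5. Remaining NADPH coupled via diaphorase/resazurin to fluorescence (540/590 nm); concentration-response curves normalized to no-enzyme control.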
PI4K2A inh: PI4K2A (human) kinase inhibition; purified PI4K2A, ADP-Glo luminescence, 1 h; stronger effect = lower value; activity change, negative = inhibition, % at 76.9 µM; 420,000 compounds, 0.13% hits; AID 1346378; in the data active = activity change below about -50%; inconclusive = mostly about -30% to -49%;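 also: -100% = wells without enzyme as full effect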
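In this quantitative HTS, ADP production by PI4K2A was quantified luminescently after 1 h at ambient temperature; 100 microM adenosine served as plate-quality control.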
Pin1 inhibitor: human Pin1 inhibition; AID 504891; Pin1 FP peptide displacement, HiFluor488, 10 min; Potency, µM (doses to about 115 µM), for inactives: at the top dose activity, negative = inhibition, actives largely listed as inhibitors; 390,000 compounds, 0.009% hits; Q13526; active = well fitted inhibition curve with a large enough effect in the polarisation, with a control signal flat, not every such curve was filed as active; inconclusive = small, poorly fitted or top-dose-only effect, or effect the other way, or a change in a side signal; inactive = no such curve, though single readings can be large or run the other way; the % refers to the polarisation; also: potency is read from the fitted curve at half-maximal effect; % is scaled to controls: 0 for no effect and ±100 for the full control effect
GLS inhibitor: glutaminase GLS (human) inhibition; GLS enzymatic activity, qHTS titration; Potency, µM (top dose mostly 45.5 µM), for inactives: at the highest dose activity change, negative = inhibition, most hits filed as inhibitors; 410,000 compounds, 0.21% hits; also: potency is read from the fitted curve at half-maximal effect; % is scaled to controls: 0 for no effect and ±100 for the full control effect
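Glutamate formation by hKGA was monitored fluorometrically using coupled glutamate oxidase, HRP and Amplex Red. Substrate was added as 1 mM L-glutamine solution; incubation was 30 min at RT after an initial read.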
Starred values were filed as active, the others as inactive; i = inactive; ? = inconclusive; / = no result given; [ ] = dose if it differs, or a comment. Unless noted, calls follow the shape of the dose curve; as a rule, active = well fitted curve in the direction sought with a large enough effect; inconclusive = small, poorly fitted or top-dose-only effect, or another doubt; inactive = no such curve, though single readings can be large; an effect the other way counts as inactive or inconclusive. These rows are one share of the data; rates above refer to the full screens.

mol	PGK inhibitor	USP1 inh	TrxR1 substrate	rTrxR1 inhibitor	HP1b chromo inh	IDH1 R132H inh	PI4K2A inh	Pin1 inhibitor	GLS inhibitor
COc1cc(C2CC(=O)Nc3cc4c(cc32)OCCO4)cc(OC)c1O (stereo unspecified)	i	-18%	-6%	-11%	19%	-1%	1	0%	12%
O=C(Nc1ccccc1F)c1ccc(-n2cncn2)nc1	-4%	-5%	0%	-7%	32%	0%	6	3%	-3%
COc1ccc(S(=O)(=O)Nc2ccc(S(=O)(=O)Nc3nccs3)cc2)cc1	i	-15%	-7%[57.1 µM]	-7%[57.1 µM]	11%	-7%	1	1%	0%
CN1C(C(=O)NCc2cccc(Br)c2)CC2Cn3c(nc4cc(Cl)c(Cl)cc43)C21 (stereo unspecified)	2%	-17%	6%	5%	39%[activator]	4%	-2	1%	-4%
CCOc1ccc(C(c2nnnn2C(C)(C)C)N2CCN(C(=O)c3ccco3)CC2)cc1 (stereo unspecified)	2%	-15%	8%[57.1 µM]	18%[57.1 µM]	16%	15%	1	-1%	-1%
CC1SCC(=O)N(CC(=O)NCc2ccccc2)C1=O (stereo unspecified)	-7%	-17%	5%	22%	21%	12%	-2	2%	4%
Cn1c(=O)c2c(SCC(=O)N3CCc4ccccc43)nc(-c3ccc(Cl)cc3)nc2n(C)c1=O	i	0%	2%[57.1 µM]	19%[57.1 µM]	46%[activator][57 µM]	17%	-2	-1%	2%
CC1CCN(C(=O)c2ccc(N3CCOCC3)c([N+](=O)[O-])c2)CC1	-6%	-7%	-4%	9%	25%	13%	3	0%	2%
CCN(CC)S(=O)(=O)c1ccc(N2CCCC2)c(NC(=O)Cc2cc(OC)c(OC)c(OC)c2)c1	-2%	-18%	-7%	20%[57.1 µM]	6%	1%	-1	-5%	-3%
CCc1ccccc1NC(=O)N[C@@H](C)C(=O)O	26%	0%	6%[57.1 µM]	2%[57.1 µM]	18%	4%	2	-4%	-2%
CC(/C=N\N1CCN(Cc2ccc(C)cc2)CC1)=C\c1ccccc1	-4%	6%	5%[57.1 µM]	16%[57.1 µM]	?	-2%	5	1%	2%
O=C(CN1CCN(C(=O)C2CC2)CC1)Nc1cc(C(F)(F)F)cc(C(F)(F)F)c1	-10%	-1%	-1%	-1%	18%	2%	-5	2%	2%
Cc1cc2nc(-c3ccc[nH]c3=O)[nH]c2cc1C	i	-10%	726%[activator][57.1 µM]	195%[activator]	34%	15%	-66*	5%	-5%
COc1ccc(-c2ccccc2[C@H]2[C@@H]3C=CC[C@@H](C)[C@@H]3C(=O)N2Cc2ccccc2)cc1	4%	-15%	1%	17%	25%	-2%	5	0%	3%
O=C1[C@H]2[C@@H](c3ccc(F)cc3)N3C(=O)N(c4ccccc4)C(=O)[C@@]3(Cc3ccccc3)[C@H]2C(=O)N1C1CCCCC1	-3%	-30%	-1%	14%	21%	-5%	-3	7%	-1%
COc1ccccc1NC(=S)NCCSc1ccc(C)cc1	-3%	-5%	-7%	-12%	?	-4%	3	-1%	12%
O=C(CCS(=O)(=O)Cc1ccccc1F)NCc1ccccc1Cl	-7%	-14%	3%	26%	21%	-8%	6	-3%	-1%
Cc1cccc(-c2nc(SCCCOc3ccccc3Cl)n3[nH]c(=O)cc3n2)c1	-6%	-18%	26%[57.1 µM]	12%[57.1 µM]	-5%	-23%	3	-9%	-8%
CCN1CCN(C(=O)C2CCCN(c3ncnc4c3nc3n4CCCCC3)C2)CC1 (stereo unspecified)	6%	-11%	5%	24%	26%	-8%	3	-2%	-2%
O=C(Oc1ccc(-c2cnc3ccccc3n2)cc1)c1ccc(Cl)c([N+](=O)[O-])c1	-3%	1%	-8%	2%	7%	10%	-5	4%	13%
Cc1cc(C)c(C#N)c(SCC(=O)C2CC2)n1	-4%	-2%	1%	1%	21%	9%	1	-4%	2%
O=C(Nc1ccc(CN2CCOCC2)cc1)c1ccc(N2CCCC2)c([N+](=O)[O-])c1	0%	0%	-2%[57.1 µM]	11%[57.1 µM]	-5%	-1%	5	0%	-5%
[O-][n+]1c2c(nn1-c1ccc(Cl)c(Cl)c1)-c1nonc1CC2	i	-11%	-7%[57.1 µM]	-6%[57.1 µM]	33%	-2%	-2	-16%	1%
Cc1cc(C)cc(NC(=O)CN2C(=O)NC(Cc3c[nH]c4ccccc34)C2=O)c1 (stereo unspecified)	i	-13%	0%	-2%	15%	2%	0	-2%	-3%
COC(=O)c1ccc(NC(=O)CCS(=O)(=O)c2ccc3c(c2)NC(=O)C(C)S3)cc1 (stereo unspecified)	5%	-29%	2%	18%	2%	0%	1	-6%	1%
Nc1ccccc1C#Cc1ccccc1	-4%	-30%	6%	2%	66%[activator]	-4%	-6	-9%	15%
Cc1c(Cl)cccc1NC(=O)Cn1nc(C)c2sc3ccccc3c2c1=O	-7%	-13%	4%	-3%	15%	9%	4	-6%	9%
Cc1ccc(-n2nc(C)c3c(C)cc(=O)n(CC(=O)N4CCCc5ccccc54)c32)cc1	10%	6%	-3%[57.1 µM]	2%[57.1 µM]	4%	-4%	0	-2%	5%
CCCn1ncc(CN2CCC(CO)(CC3CCCCO3)CC2)c1C (stereo unspecified)	i	-14%	1%	6%	26%[57 µM]	2%	-2	-1%	-11%
CCN(CCO)Cc1cc(=O)oc2cc3c(cc12)CCC3	-7%	-14%	5%[57.1 µM]	-42%	37%	4%	0	0%	-17%
CCN(C(=O)Cn1c(=O)oc2ccccc21)c1cccc(C(F)(F)F)c1	-5%	-8%	-4%	-11%	23%	1%	4	2%	7%
CC(C)(C)C(=O)Nc1nc(C2CCCN2S(=O)(=O)c2ccc(Cl)cc2)cs1 (stereo unspecified)	-2%	-9%	-8%[11.4 µM]	4%[11.4 µM]	38%	2%	-14	1%	-1%
Cc1ccc(Cl)cc1N1CCN(C(=O)C2CCN(S(C)(=O)=O)CC2)CC1	i	-17%	4%	17%	36%	-4%	-7	-3%	-2%
CSc1ccccc1OCc1cc(C(=O)NCc2csc(C(C)C)n2)no1	-11%	-28%	-2%	14%	42%[activator]	-6%	2	7%	-8%
CC(=O)c1ccc(O)c(CC=C(C)C)c1O	-5%	-17%	159%[activator]	74%[activator]	18%	0%	-1	2%	14%
CC(C)CC(NC(=O)c1ccc(Cl)cc1)C(=O)OCC(=O)c1ccc2c(c1)NC(=O)CO2 (stereo unspecified)	5%	-3%	0%	-5%	17%	-4%	0	23%	8%
CCOc1ncccc1C(=O)OCC(=O)Nc1ccc2c(c1)CCC2	-1%	-23%	-8%	-45%[57.1 µM]	37%	1%	2	0%	-1%
O=C(Nc1ccccc1NC(=O)c1csnn1)c1csnn1	-6%	-20%	4%	11%	34%	-4%	1	3%	0%
CC1CCCCC1NCc1cccc([N+](=O)[O-])c1 (stereo unspecified)	1%	-5%	-6%	?	3%	-1%	-2	-2%	10%
N#CC1=C(N)NC(SCC(=O)c2ccccc2)=C(C#N)C12CCCC2	-1%	-5%	12%[57.1 µM]	-12%[57.1 µM]	2%	4%	0	9%	4%
CC(C)COC(=O)N1CCCC1C(=O)Nc1nccs1 (stereo unspecified)	i	-8%	21%[57.1 µM]	45%[activator][57.1 µM]	-2%	3%	7	-9%	9%
CCS(=O)(=O)N1CCC(NC(=O)C(Cc2ccc(OC)c(OC)c2)NC(C)=O)CC1 (stereo unspecified)	4%	-15%	-4%	-6%	46%[activator]	1%	1	1%	2%
O=C(Nc1ccccc1C(F)(F)F)c1ccc(F)c(S(=O)(=O)N2CCOCC2)c1	i	5%	-4%	18%[57.1 µM]	29%	3%	-1	-4%	1%
CC(C)Oc1cccc(C(=O)C2CCCN(C(=O)CCn3cnnn3)C2)c1 (stereo unspecified)	-1%	-18%	?	-19%	49%[activator]	1%	4	5%	-12%
CCC(=O)OCc1cc2cccc(C)c2[nH]c1=O	/	-4%	9%[57.1 µM]	-7%	22%	26%	-4	-5%	7%
CCOC(=O)c1cccnc1SC(CC)C(=O)NCc1ccco1 (stereo unspecified)	-1%	-11%	2%	?	8%	3%	-1	?	2%

Part of the list above in order of number of heavy atoms, smallest number first.
mol	PGK inhibitor	USP1 inh	TrxR1 substrate	rTrxR1 inhibitor	HP1b chromo inh	IDH1 R132H inh	PI4K2A inh	Pin1 inhibitor	GLS inhibitor
CC(C)(C)C(=O)Nc1nc(C2CCCN2S(=O)(=O)c2ccc(Cl)cc2)cs1 (stereo unspecified)	-2%	-9%	-8%[11.4 µM]	4%[11.4 µM]	38%	2%	-14	1%	-1%
CCOc1ccc(C(c2nnnn2C(C)(C)C)N2CCN(C(=O)c3ccco3)CC2)cc1 (stereo unspecified)	2%	-15%	8%[57.1 µM]	18%[57.1 µM]	16%	15%	1	-1%	-1%
Cn1c(=O)c2c(SCC(=O)N3CCc4ccccc43)nc(-c3ccc(Cl)cc3)nc2n(C)c1=O	i	0%	2%[57.1 µM]	19%[57.1 µM]	46%[activator][57 µM]	17%	-2	-1%	2%

Screening results from PubChem BioAssay.
